ABCB6 inh 2: blocks the human ABCB6 transporter; K562-ABCB6 porphyrin accumulation, flow cytometry, 1 h; active compounds read low; fluorescence ratio to DMSO, % at 10 µM; hit rate 0.19% among 360,000; AID 602162;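 active means fluorescence ratio to DMSO below 75%, the collection mean minus 3 SD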;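 further: signal is porphyrin accumulated inside mitochondria; 100% equals median channel fluorescence of DMSO control wells; lower ratio means ABCB6 inhibition with less porphyrin fluorescence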
Target sequence (Q9NP58 whole entry, looked up): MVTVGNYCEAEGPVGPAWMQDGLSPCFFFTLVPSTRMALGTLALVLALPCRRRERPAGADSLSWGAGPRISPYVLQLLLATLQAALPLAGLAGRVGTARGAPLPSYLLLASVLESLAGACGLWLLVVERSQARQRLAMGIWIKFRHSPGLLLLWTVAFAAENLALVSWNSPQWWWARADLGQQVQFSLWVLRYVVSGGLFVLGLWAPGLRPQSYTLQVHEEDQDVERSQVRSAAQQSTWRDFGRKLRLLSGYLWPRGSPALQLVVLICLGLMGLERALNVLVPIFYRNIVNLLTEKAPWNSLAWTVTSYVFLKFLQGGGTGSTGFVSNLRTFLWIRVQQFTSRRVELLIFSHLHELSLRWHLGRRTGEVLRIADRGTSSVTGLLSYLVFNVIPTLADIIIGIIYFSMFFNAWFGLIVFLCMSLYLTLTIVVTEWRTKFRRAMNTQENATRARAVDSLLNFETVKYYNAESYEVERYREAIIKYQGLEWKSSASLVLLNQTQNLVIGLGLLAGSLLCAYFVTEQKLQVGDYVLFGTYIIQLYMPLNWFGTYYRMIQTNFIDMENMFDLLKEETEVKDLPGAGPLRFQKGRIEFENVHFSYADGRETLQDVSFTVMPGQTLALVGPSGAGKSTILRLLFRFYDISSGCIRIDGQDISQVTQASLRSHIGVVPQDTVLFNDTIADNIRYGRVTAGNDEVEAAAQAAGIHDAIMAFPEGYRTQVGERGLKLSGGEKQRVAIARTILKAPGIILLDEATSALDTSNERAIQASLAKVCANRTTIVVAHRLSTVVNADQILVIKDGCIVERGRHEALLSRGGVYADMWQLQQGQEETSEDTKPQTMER
aDG glyco up: increases alpha dystroglycan glycosylation; Pro5-aDG cells, alpha-DG glycosylation AlphaScreen (IIH6); 0% Pro5, 100% B10-LARGE cell signal; activation, % at 10 µM; hit rate 0.22% among 360,000;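 active means activation of at least 8% versus controls, or a plate z-score of at least 8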;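 further: Pro5 are CHO cells carrying HIG-tagged alpha-DG that lacks glycosylation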
N-glyco inh: blocks N-linked glycosylation in D54 reporter cells; D54 ERlucT glycosylation luciferase reporter, 24 h; percent of 100 nM tunicamycin response; reporter increase, % at 12.5 µM; hit rate 0.23% among 360,000; AID 588692;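 active means mean luciferase reporter signal, scaled so untreated is 0 and the glycosylation-blocking control 100, at or above a set limit in every replicate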;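 further: luciferase carries N-glycosylation sites so blocking glycosylation raises the light; 0% = median of neutral control wells and 100% = median of 100 nM tunicamycin wells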
HTR2A ag: activates the mouse 5-HT2A serotonin receptor; activation, % at 7.6 µM; P35363; AID 624169; CHO-K1 mHTR2A beta-arrestin complementation, luminescence; percent of 30 µM serotonin response; hit rate 0.66% among 360,000;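 active means activation above a run cutoff, the mean activation of all tested compounds plus 3 SD, cut at about 14% in these data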;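 further: 0% = plate median of compound wells and 100% = 30 µM serotonin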
hiPSC survival: hiPSC single-cell survival enhancement; ATPlite luminescence; 100% = ROCK inhibitor wells, 0% = DMSO; survival enhancement, % at 20 µM; hit rate 0.044% among 360,000; in the data active means survival enhancement above about 18%;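 further: cells exposed to compounds for 16 hours before the ATP read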
ABHD5-PLIN5 inh: ABHD5-PLIN5 protein interaction inhibition | hit rate 0.78% among 360,000 | AID 602281 | Split G. princeps luciferase complementation, luminescence, 4 h | inhibition, % at 4 µM;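 active means inhibition above the mean inhibition across every tested compound plus 3 SD, cut at about 22% in these data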;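 further: 0% = DMSO only wells and the 100% control is not disclosed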
MC4R antagonist: human MC4R antagonism in cAMP assay; MC4R-expressing cells, MTII-stimulated cAMP, LANCE TR-FRET; inhibition, % at 6.5 µM; hit rate 0.48% among 360,000; AID 540295;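 active means inhibition above its plate's cutoff, the mean of tested wells on that plate plus 3 SD, cut at about 29% in these data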;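 further: 0% = Melanotan II alone and 100% = Melanotan II plus saturating MCL0020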
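Assay system: human MC4R-expressing U2OS cells; reagent: Melanotan II stimulation of cells; dosing: 6.5 µM single dose; timing: compound 30 min, challenge 1 h, detection 1 h; signal: TR-FRET cAMP assay; replicates: one well per compound, no replicates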
MC4R barr agon: human MC4R agonism via beta-arrestin. P32245. U2OS MC4R beta-arrestin complementation, luminescence; percent of melanotan II response, DMSO zero. activation, % at 8.9 µM. hit rate 0.98% among 360,000. AID 540308;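 active means activation above a per-plate cutoff, the mean activation of sample wells on that plate plus 3 SD, cut at about 8% in these data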
Exocytosis inh: blocks lytic granule exocytosis | inhibition, % at 10 µM | TALL-104 LAMP-1 surface exposure, flow cytometry; cells stimulated with thapsigargin and PMA | hit rate 0.66% among 360,000;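 active means inhibition above about 55%, limit read from the data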
H9c2 protect: myocardial damage modulation in H9c2 cells | H9c2 cardiomyocytes, H2O2 injury protection, ATPLite, 2 h | protection from H2O2 cell death, % at 20 µM | hit rate 0.63% among 360,000 | AID 588492;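 active means compounds giving at least 50% protection of heart cells from peroxide-induced death in the single-dose screen, raw or plate-pattern-corrected value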;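 further: 0% = DMSO wells with peroxide and 100% = DMSO wells without peroxide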
* marks the source's active call; other numbers are inactive results; . = not tested or not shown.

SMILES	ABCB6 inh 2	aDG glyco up	N-glyco inh	HTR2A ag	hiPSC survival	ABHD5-PLIN5 inh	MC4R antagonist	MC4R barr agon	Exocytosis inh	H9c2 protect
CC(CC(=O)Nc1ccc2c(c1)c(=O)n(C)n2Cc1ccc(Cl)cc1)C(F)(F)F (stereo not drawn)	96	0.7	-4	-2	3.1	3	9	1.8	-3	-3
COc1cccc(C(c2sc3nc(C)nn3c2O)N2CCN(c3ccccc3F)CC2)c1 (stereo not drawn)	96	-0.2	-2	-2	0.5	3	4	0.7	1	4
NCCc1nnc(SCc2ccccc2F)o1	100	0.2	0	1	2.0	5	3	-2.0	7	10
N#CCc1ccc(OC(=O)c2cnccc2C(F)(F)F)cc1	100	0.2	2	-2	0.7	7	0	-1.0	-8	-6
O=C(Nc1nc2ccsc2c(=O)s1)C1CCC1	97	-0.1	3	0	0.2	0	-7	1.2	-1	8
CN(Cc1cn(Cc2ccccc2)nn1)C1CN(Cc2cn(Cc3ccccc3)nn2)S(=O)(=O)C1 (stereo not drawn)	97	-0.1	.	3	0.3	-7	.	.	1	.
CCN(CC)CCn1c(/N=C/c2ccc(OC)c(OC)c2)nc2ccccc21	100	0.0	0	-2	0.1	-4	18	-0.7	15	4
COc1ccc(Cc2nc3ccccc3c(=O)n2N)cc1OC	100	0.0	2	8	-0.6	4	-4	-1.9	-2	0
N/C(=N\OC(=O)c1ccco1)c1cccnc1	104	-0.1	1	5	18	1	12	-0.9	3	4
COc1ccc(-n2cnc3c(sc4nc(N5CCOCC5)c5c(c43)CCCC5)c2=O)cc1	97	0.0	-9	7	0.0	3	2	-1.2	4	-1
CCC1CCCCN1CCCNC(=O)c1c(O)nc2ccccn2c1=O (stereo not drawn)	96	-0.1	2	2	0.0	-4	6	-1.2	-8	1
CC1CCCC(C)N1C(=O)COC(=O)c1cc(Br)ccc1Cl (stereo not drawn)	97	0.1	0	-1	-2.7	-9	1	-2.3	0	-7
CC(=O)NC(=S)NNC(=O)CCc1ccccc1	97	-0.2	2	3	2.4	4	4	-0.6	-1	18
C=C(C)c1cccc(C(C)(C)NC(=O)NCC2CCCO2)c1 (stereo not drawn)	91	0.1	2	4	-0.2	3	-8	-1.7	-2	-1
O=C(Nc1ccc2c(c1)OCCO2)C1CCN(C(=O)c2ccc(F)cc2)CC1	91	-0.1	1	-1	-1.3	-3	3	-1.3	-3	-2
Cc1ccc(NC(=O)CSc2nc3ccccc3c(=O)n2CCCN2CCCCC2)cc1Cl	89	-0.8	-4	30*	-0.9	14	3	5.9	79*	-12
CC(C)(C)Sc1ccc(N)nc1	88	-0.2	1	6	-3.0	1	-6	0.4	-1	3
COc1cccc(NC(=O)CN2C(=O)COc3ccc(S(=O)(=O)N4CCCCCC4)cc32)c1	90	0.0	-1	-7	0.4	-4	20	-1.1	-2	-3
Cc1noc(/C=C/Nc2ccc(F)cc2F)c1[N+](=O)[O-]	98	0.9	-7	2	0.9	8	-9	1.5	-5	-12
CN(CC(=O)Nc1cccc(F)c1)C(=O)CCCc1c[nH]c2ccccc12	98	0.3	0	-2	-0.3	-5	3	-1.9	1	-4
COc1ccc(NC(=O)N(C)C[C@@H]2OCc3cn(nn3)CCCC(=O)N([C@H](C)CO)C[C@H]2C)cc1	97	1.9	2	2	4.0	-3	-2	1.7	5	13
COCC(=O)Nc1ccccc1Br	99	0.0	4	4	0.6	-2	1	-0.9	4	9
COc1cc(F)c(S(=O)(=O)N2CCOc3ccccc32)cc1OC	96	0.2	-2	-1	1.6	2	1	1.2	-16	-7
CCCc1cc(=O)[nH]c(SCC(=O)N(C)CC(=O)Nc2ccccc2CC)n1	93	0.3	-1	-2	1.3	-4	5	0.0	-2	-4
Cc1cc2cc3c(cc2nc1SCC(=O)Nc1nc(C)c(C)s1)OCO3	116	-0.2	1	-5	2.5	-5	2	-0.8	5	2
Cc1ccc(C(=O)NNC(=O)CSc2nnc(-c3ccncc3)n2C)cc1	98	0.0	1	1	-2.5	0	1	-0.5	1	-2
CC(OC(=O)Cn1cnc2c1c(=O)n(C)c(=O)n2C)C(=O)c1ccccc1 (stereo not drawn)	96	0.1	2	2	0.1	6	14	-3.5	-8	-2
COc1cc(C)ccc1OCc1cc(C(=O)N2C[C@H]3CC[C@H]2C3)no1	100	2.0	-1	1	0.0	14	22	-2.8	5	3
O=[N+]([O-])c1cc(C(F)(F)F)ccc1NC1CCN(Cc2ccccc2)C1 (stereo not drawn)	107	-0.1	-1	-3	-0.2	0	13	3.1	-4	-12
CCOC(=O)C1=C(C)NC(=O)NC1c1ccc(-c2ccc(F)cc2)o1 (stereo not drawn)	98	-0.5	1	-3	0.0	8	3	-1.1	-8	-1
CCn1cc(C(=O)NCc2ccco2)c(=O)c2cc(S(=O)(=O)N3CCCC3)ccc21	97	-0.2	-1	-1	0.4	-1	10	-2.8	-4	16
O=C(c1cccc(S(=O)(=O)N2CCOCC2)c1)N(Cc1nnc(-c2ccccc2Cl)o1)C1CC1	93	0.4	-2	-8	-0.6	5	3	-2.2	-2	-1
Cc1nc2ncnn2c(N2CCC(C(=O)NC3CCCC3)CC2)c1Cc1ccccc1	90	0.1	-2	0	-3.5	6	6	-2.3	-1	10
O=C(CCCCC(=O)Nc1ccc(F)cc1)Nc1ccc(F)cc1	93	-0.1	2	-5	0.6	-5	11	-1.6	0	-3
S=c1nc(C2CCCCC2)[nH]c2ccccc12	98	0.3	2	-7	-1.9	0	-12	-3.0	-2	-12
CCOC(=O)c1c(NC(=O)C2=COCCO2)sc2c1CCN(C(=O)OC)C2	103	0.0	3	10	-0.3	0	10	-3.0	11	3
Cc1cc(C)nc(NC(=O)CSc2nccc(C)n2)n1	100	-0.1	0	0	6.2	6	3	1.8	2	10
CC(CCNC(=O)c1ccccc1)(CCNC(=O)c1ccccc1)[N+](=O)[O-]	90	0.1	5	5	6.3	-7	4	-1.6	7	5
COc1ccc(NC(=O)CSc2nnc(Cn3c(=O)sc4ccccc43)n2C)cc1	99	-0.1	-1	-1	-0.2	2	4	-0.7	3	5
O=C(c1cc2ccccc2o1)N1CCN(S(=O)(=O)c2cccs2)CC1	102	-0.2	-6	-3	1.6	-2	2	-2.3	0	17
CS(=O)(=O)Nc1ccc(Br)cc1	102	0.0	.	4	4.3	1	.	.	7	.
COc1cccc(C(=O)C[n+]2cccc3cc(OC)ccc32)c1	688	0.1	-3	9	0.1	-9	-8	-1.2	0	1
CCNC(=O)Cn1cc(C#N)c2ccccc21	91	-0.3	2	-1	-2.3	-8	-7	-0.7	3	8
O=[N+]([O-])c1ccc(-c2nc(C(Cl)Cl)c3ccccc3n2)cc1	101	-0.5	-11	2	-0.9	1	18	-2.1	3	-3
CCOc1ccc(CCN2C(=S)N([C@@H](CC(C)C)CN3CCCC3CN3C(=S)NC[C@@H]3CC(C)C)C[C@@H]2CC(C)C)cc1 (stereo partly drawn)	95	0.2	-10	4	-3.2	1	-8	-0.5	15	-19
COc1cc(NC(=O)C2CC(c3c(F)cccc3Cl)=NO2)c(OC)cc1Cl (stereo not drawn)	99	0.0	-3	-3	0.5	-3	12	1.0	-19	2
O=C(Cc1cccs1)N1CCN(S(=O)(=O)c2ccccc2)CC1	97	0.2	-3	-2	0.4	2	10	1.5	-3	10
Cc1ccc(NC(=O)c2ncn(CCCNCC(C)c3ccccc3)n2)cc1C (stereo not drawn)	100	0.4	15	3	-3.1	-6	2	-0.3	2	10
C=CCn1c(SCc2cccc(C#N)c2)nnc1-c1ccccc1O	102	0.2	-1	-4	3.4	1	-1	0.0	-1	5
COC(=O)C1=C(O)/C(=C\c2ccc(CNS(=O)(=O)c3ccc(Cl)cc3)o2)N=C1C	98	1.2	-1	2	0.2	32*	-7	0.6	3	2
O=C(O)/C=C/C(=O)Nc1ccc(OCc2ccccc2)cc1	105	-0.1	2	-4	-0.7	-2	9	0.5	-3	-3
CCCC(=O)n1nc(-c2cccnc2)nc1NCc1ccccc1	98	0.1	1	-4	-0.6	-3	13	0.1	-2	0
Cc1ccccc1Cn1ccc(NC(=O)c2nn3cccnc3c2Cl)n1	96	0.0	0	6	-0.5	-7	11	-0.7	-5	-4
COCCn1c(-c2cccc(Br)c2)nc2c(c(=O)c3ccccc3n2C)c1=O	101	0.0	0	-2	-0.7	6	0	-2.3	-4	19
COC(=O)c1ccc(CNC(=O)COC(=O)C2CC3C=CC2C3)cc1 (stereo not drawn)	101	0.1	-1	-2	-3.5	1	8	-1.0	0	-1
CCN(Cc1ccccc1)C(=O)c1oc2ccc(S(=O)(=O)N3CCOCC3)cc2c1C	106	0.3	-3	6	0.2	3	8	-2.4	-1	-2
CN(C)c1cccc(C(=O)NNC(=S)NC2CC3CCC2C3)c1 (stereo not drawn)	99	-0.2	-3	-5	0.3	-5	8	-2.4	-1	-9
CC(=O)c1ccc(NC(=O)N2C3CCC2CC(O)(c2cccnc2)C3)cc1 (stereo not drawn)	102	-0.2	1	3	-0.4	1	3	-0.2	2	-7
CN1CCN(C(=S)SCC(=O)Nc2nc(-c3ccccc3)c(-c3ccccc3)o2)CC1	97	0.4	3	-9	4.3	5	2	-5.1	6	29
Cc1cc(OC(C)C(=O)N(Cc2ccco2)C2CCS(=O)(=O)C2)cc(C)c1Cl (stereo not drawn)	95	0.1	-1	17*	2.0	2	5	1.9	-2	1

Arranged by molar mass (smallest number first): some entries from above
SMILES	ABCB6 inh 2	aDG glyco up	N-glyco inh	HTR2A ag	hiPSC survival	ABHD5-PLIN5 inh	MC4R antagonist	MC4R barr agon	Exocytosis inh	H9c2 protect
CCCC(=O)n1nc(-c2cccnc2)nc1NCc1ccccc1	98	0.1	1	-4	-0.6	-3	13	0.1	-2	0
O=[N+]([O-])c1ccc(-c2nc(C(Cl)Cl)c3ccccc3n2)cc1	101	-0.5	-11	2	-0.9	1	18	-2.1	3	-3
O=C(Cc1cccs1)N1CCN(S(=O)(=O)c2ccccc2)CC1	97	0.2	-3	-2	0.4	2	10	1.5	-3	10

The results go on:
SMILES	ABCB6 inh 2	aDG glyco up	N-glyco inh	HTR2A ag	hiPSC survival	ABHD5-PLIN5 inh	MC4R antagonist	MC4R barr agon	Exocytosis inh	H9c2 protect
CCc1cc2cc(OC)ccc2nc1SCC(=O)NNC(=O)c1ccco1	97	-0.3	-1	1	-2.5	0	8	1.7	-2	10
CC(=O)[C@@]1(O)C(C)CC2C3C=C(C)C4=Cc5c(cnn5-c5ccccc5)C[C@]4(C)C3C(O)C[C@@]21C (stereo partly drawn)	115	-0.4	-9	7	4.0	-3	22	1.1	-1	-9
COC(=O)c1ccc(CNC(=O)C2CCC(=O)N(Cc3cccc(F)c3)C2)cc1 (stereo not drawn)	102	-0.3	1	9	-0.3	8	7	-0.8	1	9
O=C(CSc1ccc2nnc(CCNC(=O)c3ccccc3)n2n1)NCCc1ccccc1	107	0.1	2	1	0.5	2	5	-2.0	-1	2
CCN(CC)C(=O)C1=C(C)N(Cc2ccc(OC)cc2)C(=O)C(CC(=O)NCC2CCCCC2)C1 (stereo not drawn)	100	0.8	1	-3	-1.3	-3	11	0.7	-6	-6
